GPR151 activ = human GPR151 activation; activation, % at 11.2 µM; 650,000 compounds, 1% hits; PathHunter beta-arrestin GPR151 cells, luminescence; AID 1508602; in the data active means activation above about 4.9%;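 further: 0% = median of compound wells and 100% = cells with positive control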
Target sequence (Q8TDV0 whole entry, looked up): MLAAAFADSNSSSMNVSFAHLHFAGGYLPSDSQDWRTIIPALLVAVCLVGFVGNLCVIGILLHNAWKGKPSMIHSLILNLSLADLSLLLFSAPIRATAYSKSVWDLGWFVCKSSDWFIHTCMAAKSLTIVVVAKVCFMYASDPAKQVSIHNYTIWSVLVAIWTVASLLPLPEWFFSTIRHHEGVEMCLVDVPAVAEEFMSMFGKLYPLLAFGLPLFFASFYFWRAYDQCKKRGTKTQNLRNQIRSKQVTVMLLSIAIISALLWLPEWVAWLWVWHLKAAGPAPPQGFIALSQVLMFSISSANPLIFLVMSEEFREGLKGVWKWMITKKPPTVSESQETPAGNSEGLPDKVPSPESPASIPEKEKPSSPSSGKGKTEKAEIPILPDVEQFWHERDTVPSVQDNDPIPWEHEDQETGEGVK
FBW7 act = human FBW7 E3 ligase activation, primary screen; normalized activity (activation), % at 26.1 µM; Q969H0; AlphaScreen FBW7–phospho-cyclin E peptide binding, activator screen; 650,000 compounds, 0.13% hits; AID 1259310; in the data active means normalized activity above about 1.9%;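 further: purified mutant Fbw7 with reduced substrate affinity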
MITF inh = human MITF inhibition, primary screen | O75030 | AlphaScreen MITF homodimerization, bead proximity signal | inhibition, % at 2.6 µM | 650,000 compounds, 0.91% hits | AID 1259374; in the data active means inhibition above about 50%;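 further: 0% = vehicle wells with protein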
Target sequence (O75030 whole entry, looked up): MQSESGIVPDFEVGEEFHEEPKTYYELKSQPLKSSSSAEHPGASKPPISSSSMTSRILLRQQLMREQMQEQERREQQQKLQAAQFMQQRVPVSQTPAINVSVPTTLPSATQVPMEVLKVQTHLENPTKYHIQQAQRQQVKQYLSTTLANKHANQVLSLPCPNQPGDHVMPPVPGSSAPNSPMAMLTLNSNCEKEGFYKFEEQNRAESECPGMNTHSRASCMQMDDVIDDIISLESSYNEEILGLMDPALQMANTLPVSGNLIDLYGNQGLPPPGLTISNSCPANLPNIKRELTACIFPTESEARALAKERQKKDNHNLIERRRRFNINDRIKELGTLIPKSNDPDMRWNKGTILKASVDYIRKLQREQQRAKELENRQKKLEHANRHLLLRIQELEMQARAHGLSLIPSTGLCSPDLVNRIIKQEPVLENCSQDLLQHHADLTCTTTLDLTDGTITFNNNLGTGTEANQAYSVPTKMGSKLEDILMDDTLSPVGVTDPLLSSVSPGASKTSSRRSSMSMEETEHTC
TEAD-YAP inh = TEAD-YAP interaction inhibition | HEK-TIYL cells, TEAD-Gal4/YAP UAS-luciferase luminescence | inhibition, % at 9.12 µM | 640,000 compounds, 1.4% hits | AID 1259422; in the data active means inhibition above about 32%;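 further: 0% = median of test compound wells and 100% = reference inhibitor wells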
* hit, by the source's call; . = no result given; & = joins results of further samples; ! = not active in a repeat.

SMILES	GPR151 activ	FBW7 act	MITF inh	TEAD-YAP inh
CCCOc1ccc(C2Oc3ccc(Br)cc3C3CC(c4ccccc4)=NN32)cc1 (centres undefined)	-1.6	0.2	8	-56
Cc1ccc(CN[C@H]2C[C@H]3C(=O)N4CCC[C@H]4C(=O)N3C2)c(C)c1	0.6	-0.2	3	-8
CCn1c(=N)n(CC(=O)c2ccc(C)cc2)c2ccccc21	-0.7	1.0	7	-17
Cc1ccc(-c2nc3ccc([N+](=O)[O-])cc3nc2-c2ccc(C)cc2)cc1	-0.6	-0.1	-17	-1
O=C(Cn1nnnc1CN1CCCCCC1)N1CCCC(O)C1 (centres undefined)	-1.8	0.0	-4	-6
Cc1ccc(NC(=O)c2cccnc2)c(O)c1	-0.5	0.1	11	-11
Cc1nc2nc[nH]n2c(=O)c1NC(=O)CC12CC3CC(CC(C3)C1)C2	-1.7	-0.2	12	-1
CCN1/C(=C/c2cccc[n+]2C)C=Cc2cc(C)ccc21	0.8	-0.1	7	81*
Cc1cccc2sc(NC(=O)c3ccc(=O)n(Cc4ccc(Cl)cc4)c3)nc12	0.2	0.1	0	6
Cc1ccc(-n2c(SCc3ccccc3F)nc3c(sc(=S)n3-c3cc(C)ccc3F)c2=O)cc1	-0.5	0.0	7	-2
NC1=NC(=O)C(CC(=O)Nc2ccccc2Cl)S1 (centres undefined)	2.6	0.1	1	-2
COc1ccc(CNC(=O)CCCCCn2c(SCC(=O)Nc3ccc(OC)cc3)nc3cc4c(cc3c2=O)OCO4)cc1	0.2	0.0	3	16
O=C(NC(c1ccccc1)c1ccccc1)C1CCCN(S(=O)(=O)c2cnc[nH]2)C1 (centres undefined)	-0.5	-0.1	-19	4
COc1ccc(C(=O)COC(=O)/C=C/c2ccccc2)c(OC)c1	-0.8	0.4	16	14
O=C(NC1CCCCC1)C1CC(O)CN1C(=O)OCc1ccccc1 (centres undefined)	0.2	-0.1	4	6
COC(=O)C1=C(C(=O)c2ccccc2)C(=O)C(=O)N1c1ccccc1	-1.7	-0.1	34	-59
CN(C)c1ccc(-c2nnc(SCCC(=O)O)n2C)cc1	0.6	0.2	31	2
O=C(CCSc1ccc(Cl)cc1)Nc1ccc(Oc2ccc3c(c2)C(=O)N(c2ccccc2C(F)(F)F)C3=O)cc1	-2.1	0.0	11	1
Cc1ccn2c(-c3csc(NCc4ccccc4)n3)c(C)nc2c1	2.6	-0.1	15	7
COc1ccc(NC(=O)NCCNc2cc(-n3nc(C)cc3C)nc(C)n2)c(C)c1	1.6	-0.1	0	5
O=C(NNc1ccccc1Br)C(=O)n1ccc2ccccc21	-0.2	0.3	-3	1
CNc1cc(Nc2cccc(C)c2)c2c3c(onc13)-c1ccccc1C2=O	0.3	-0.1	45	-4
CCOc1ccc(C(=O)Nc2c3c(nn2-c2ccc(C)cc2C)CS(=O)(=O)C3)cc1	-0.2	-0.2	-6	-6
CC(=O)N1CCN(Cc2ccco2)CC1C(=O)NCc1ccccc1 (centres undefined)	0.6	0.0	7	-13
COC(=O)c1ccc(N=c2oc3c(C)ncc(CO)c3cc2C(N)=O)cc1	2.1	0.1	4	1
The list continues:
SMILES	GPR151 activ	FBW7 act	MITF inh	TEAD-YAP inh
CC/C(C)=N/NC(=O)CC(=O)Nc1ccccc1Br	-0.6	-0.1	-3	8
Oc1oc(-c2ccccc2)nc1/C=N/c1ncccn1	0.1	0.2	13	8
COCC(=O)N1CCN(c2cccc(Cl)c2)CC1	2.7	-0.1	11	2
Cc1n[nH]c(C)c1Sc1ccccc1NCc1cc(Br)ccc1O	2.0	0.0	5	-10
Cc1ccc(Oc2ccc(N(C)C(=O)Nc3ccc4c(c3)OCO4)cc2)nn1	0.4	0.1	2	-4
COc1ccc(-c2[nH]c(-c3ccc4c(c3)OCO4)nc2-c2ccccc2)cc1	0.5	-0.2	-3	1
CCCCCCCCCCCCCCCCOC[C@@H](CO)SC(C)=O	-2.5	.	-1	.
O=C(NC(=S)NC1CCCC1)c1cccs1	-0.5	0.1	14	-11
CCN(CC)C(=O)C1CCCN(Cc2cc(OC)ccc2OC)C1 (centres undefined)	-0.4	0.0	23	-1
CC1=C(C(=O)c2ccccc2)C(c2ccc(C)cc2C)NC(=O)N1 (centres undefined)	2.7	-0.1	-4	-5
CCOc1ccc2nc(N3CCCC(C(=O)Nc4ccsc4C(=O)OC)C3)sc2c1 (centres undefined)	-1.0	0.4	4	3
CC(C)OCCCNCc1c(C(=O)O)n(C)c2ccccc12	1.9	-0.1	-10	0
CC1=NN(C(=O)c2ccccc2Cl)C(O)(C2CCCCC2)C1 (centres undefined)	2.4	-0.7	2	2
COc1ccccc1N1CCN(C(=O)CCC(=O)O)CC1	0.0	0.3	14	-2
N#CC1=C(SCc2cccc3ccccc23)NC(=O)CC1c1ccco1 (centres undefined)	0.0	0.1	4	-3
CC(=O)Nc1ccc(Nc2nc(Nc3cccc(N(C)C)c3)nc3c2ncn3C(C)C)cc1	0.2	0.1	14	4
O=C(N/N=C\C=C\c1ccc(Br)cc1)c1ccc2c(c1)OCO2	-0.3	0.2	-7	-6
CCOc1ccc(NC(=O)CSc2nc3n[nH]c(C)c3c(=N)n2-c2ccc(OC)cc2)cc1	4.4	0.1	5	16
O=C(Nc1cccc(F)c1)C(=O)NC1CCCC1	-0.6	0.5	0	-54
Cc1c(CN2CCC3(CC2)CC3C(=O)NCc2ccccc2C(F)(F)F)cnn1C (centres undefined)	0.3	0.0	-15	9
CCCOc1ccc(N2C(=O)CC(Nc3ccc(OC(F)(F)F)cc3)C2=O)cc1 (centres undefined)	-0.5	0.0	-8	-5
Cc1cccc(C)c1NS(=O)(=O)c1cc(F)ccc1CN1C(=O)c2cccnc2C1=O	-3.4	-0.2	-3	8
Cn1c(O)c(C=Nc2ccccc2Oc2ccccc2)c(=O)n(C)c1=O	0.9	-0.1	7	-10
CCOc1nc2c(c(=O)n(C)c(=O)n2C)n1Cc1ccc(Cl)cc1Cl	0.5	-0.1	7	4
C[C@@H]1CN(Cc2nnnn2CC(=O)N2CCCCCCC2)C[C@H](C)O1	1.3	0.1	-2	-14
(listing goes on)
SMILES	GPR151 activ	FBW7 act	MITF inh	TEAD-YAP inh
COc1ccc(COc2ncnc3ccccc23)cc1F	-0.7	0.0	-14	-1
CC(=O)N1CCC(N(CCCN2CCOCC2)C(=S)Nc2ccccc2C)CC1	0.3	0.3	8	4
COc1ccc(C2CC(C(F)(F)F)n3nc(C(=O)N4CCC(C)CC4)c(Cl)c3N2)cc1OC (centres undefined)	1.1	-0.1	-11	8
Cc1c(C(N)=O)sc2ncn(Cc3cccc(Oc4ccccc4)c3)c(=O)c12	2.6	0.2	18	-6
CC(C)c1ccc(NC(=O)C(=O)NCc2ccc3c(c2)OCO3)cc1	-1.3	0.8	-1	-1
COc1cc(OC)c(OC)cc1CN1CCN(Cc2cc(OC)c(OC)cc2Br)CC1	-0.6	-0.4	72*	7
COc1ccc(C2=NN(C(=O)CSc3nnc(CNC(=O)c4cccs4)n3-c3ccc(F)cc3)C(c3ccc(C)cc3)C2)cc1 (centres undefined)	-0.7	0.1	2	-2
N#CCCS(=O)(=O)c1ccccc1	-0.2	-0.1	-7	.
Cc1ccc(C)c(-c2csc(Nc3ccc(Cl)cc3)n2)c1	0.2	0.3	8	-6
CCOc1cc(-c2ccc(I)o2)cc(=O)c2c(C)oc(C)c12	-0.8	-0.3	58*	-2
O=c1[nH]c(N2CCCCC2)nc2c1CCN(Cc1ccc(F)c(F)c1)C2	1.2	-0.1	-3	1
NC(=O)c1ccc(Nc2nccc(-c3ccccc3Oc3ccccc3)n2)cc1	-0.1	1.1	11	32
Cc1cccc(CSc2nc3ccsc3c(=O)n2Cc2ccc3c(c2)OCO3)c1	0.4	0.1	-12	-3
CCOc1ccccc1N1CCN(CC(=O)Nc2nnc(-c3ccccc3)s2)CC1	0.0	-0.2	-7	-7
NNc1nc(Nc2ccc(Br)cc2)nc(OC(C(F)(F)F)C(F)(F)F)n1	-1.8	0.7	14	-5
CC(=NCCCN1CCOCC1)c1c(C)[nH]n(-c2nc3ccccc3s2)c1=O	-8.3&-8.6	-1.6&0.0	0&-4	33*!
O=C1CN(Cc2nc3scc(-c4cccs4)c3c(=O)[nH]2)CCN1	-0.3	-0.2	5	-2
CCn1cc(C(=O)NC2CCCCC2)c(=O)c2ccc(C)nc21	-0.2	-0.2	0	-11
CC1CCCN(CCCN2C(=O)C3C(C(=O)Nc4ccc(Cl)c(Cl)c4)C4C=CC3(O4)C2C(=O)NC2CCCCC2)C1 (centres undefined)	-1.1	0.3	18	12
O=C(CCN1CCc2ccccc21)NCc1cccc(C(F)(F)F)c1	-1.9	-0.3	-10	-8
COc1ccc(C)cc1NC(=O)c1sc2ncn(CC(=O)Nc3ccc(C)c(Cl)c3)c(=O)c2c1C	3.6	0.3	15	10
S=C(NCC1CCCO1)N1CCN(c2nc(-c3ccccc3)cs2)CC1 (centres undefined)	1.1	0.1	-6	3
CCOC(=O)c1ccc(NC(=O)CSc2nnc3c(n2)[nH]c2ccc(F)cc23)cc1	-0.7	0.1	-1	10
CCC(=O)NC(=S)Nc1ccc(OC)cc1OC	-0.4	-0.1	-23	-21
CCOc1ccc(C2(O)CSC3=C(C#N)C(c4ccc(O)c(OC)c4)CC(=O)N32)cc1 (centres undefined)	0.4	0.0	2	-4

Laid out differently: entries from further up
Molecule | GPR151 activ | FBW7 act | MITF inh | TEAD-YAP inh
CCOc1cc(-c2ccc(I)o2)cc(=O)c2c(C)oc(C)c12 | -0.8 | -0.3 | 58* | -2
CC(=O)N1CCC(N(CCCN2CCOCC2)C(=S)Nc2ccccc2C)CC1 | 0.3 | 0.3 | 8 | 4
CCOc1ccccc1N1CCN(CC(=O)Nc2nnc(-c3ccccc3)s2)CC1 | 0.0 | -0.2 | -7 | -7
Cc1cccc(CSc2nc3ccsc3c(=O)n2Cc2ccc3c(c2)OCO3)c1 | 0.4 | 0.1 | -12 | -3
COc1cc(OC)c(OC)cc1CN1CCN(Cc2cc(OC)c(OC)cc2Br)CC1 | -0.6 | -0.4 | 72* | 7
O=C(CCN1CCc2ccccc21)NCc1cccc(C(F)(F)F)c1 | -1.9 | -0.3 | -10 | -8
COc1ccc(C)cc1NC(=O)c1sc2ncn(CC(=O)Nc3ccc(C)c(Cl)c3)c(=O)c2c1C | 3.6 | 0.3 | 15 | 10

Further entries.
SMILES	GPR151 activ	FBW7 act	MITF inh	TEAD-YAP inh
CC(=O)OC12Oc3cc(OCc4ccccc4)ccc3C(C)=C1CC(C)O2 (centres undefined)	-0.4	-0.1	6	-33
CCOC(=O)N1CCN(C2CCCCCCC2)CC1	0.0	0.0	-3	6
COc1ccc(CCN2CCc3nc4nc(N)ccc4cc3C2)cc1OC	-0.4	-0.1	12	4
Cc1ccccc1-c1cnnc(NCCCN2CCCC2=O)n1	-1.6	0.3	8	7
COc1ccc(C(=O)C(C)Sc2nc3ccccc3[nH]2)cc1 (centres undefined)	-0.3	0.0	4	-6
O=C(c1ccc(Br)cc1)N1CCc2ccccc21	-0.1	0.2	44	-14
O/C(=C\c1nc2ccccc2[nH]1)c1cc(Cl)c(O)cc1O	-5.1	0.1	5	-24
CC(=O)c1ccc(NC(=O)C(C)N(C)CC(=O)Nc2cccc(F)c2)cc1 (centres undefined)	0.2	0.3	6	14
CCCOC(=O)c1ccc(NC(=O)C2C3C=CC(O3)C2C(=O)O)cc1 (centres undefined)	1.9	0.4	16	-2
CCN(CC)C(=O)Cn1nc(C)n2c(cc3sc(C)cc32)c1=O	-0.1	-0.1	3	-6
Cc1ccc(NC(=O)Cn2cnc3sc(C(=O)NCc4ccc(F)cc4)c(C)c3c2=O)cc1Cl	0.1	0.1	23	-10
CCOC(=O)C1=C(C)Nc2nc(SC)nn2C1c1ccc(C(=O)OC)cc1 (centres undefined)	0.1	-0.1	-8	10
CCC(C)C(=O)NCc1nnc2n1CCN(C(=O)c1sccc1Cl)CC2 (centres undefined)	0.1	0.0	-14	-13
COc1ccc(OC)c(S(=O)(=O)n2cnc3cc([N+](=O)[O-])ccc32)c1	1.1	0.9	12	-2
COc1ccccc1N1CCN(c2nc(CC(=O)O)nc3sc4c(c23)CCCC4)CC1	-1.2	0.2	3	1
CCN(CC)S(=O)(=O)c1ccc(OC)c(NC(=O)c2c(-c3c(Cl)cccc3Cl)noc2C)c1	1.1	-0.2	4	12
COc1cc(C2c3c(oc4ccccc4c3=O)C(=O)N2Cc2ccccc2)ccc1O (centres undefined)	-0.7	0.1	9	-3
Cc1cnc(-c2ccc(N3CCOCC3)nc2)nc1NCCO	-0.2	0.0	2	8
O=C(O)COc1ccc(/C=N/NC(=O)CSCc2ccccc2Br)cc1	-0.7	0.9	-3	-3
O=C(NCc1ccco1)c1nc(-c2cccnc2)no1	-1.8	0.0	-6	-8
CCCCc1nc2sc3c(c2c(=O)[nH]1)CC(C)(C)OC3	0.3	0.1	9	-2

Entries listed so far that contain a COOH group, in the order listed:
SMILES	GPR151 activ	FBW7 act	MITF inh	TEAD-YAP inh
CN(C)c1ccc(-c2nnc(SCCC(=O)O)n2C)cc1	0.6	0.2	31	2
CC(C)OCCCNCc1c(C(=O)O)n(C)c2ccccc12	1.9	-0.1	-10	0
COc1ccccc1N1CCN(C(=O)CCC(=O)O)CC1	0.0	0.3	14	-2
CCCOC(=O)c1ccc(NC(=O)C2C3C=CC(O3)C2C(=O)O)cc1 (centres undefined)	1.9	0.4	16	-2
COc1ccccc1N1CCN(c2nc(CC(=O)O)nc3sc4c(c23)CCCC4)CC1	-1.2	0.2	3	1
O=C(O)COc1ccc(/C=N/NC(=O)CSCc2ccccc2Br)cc1	-0.7	0.9	-3	-3

Assay outcomes (PubChem BioAssay)
